Bioassay records as filed in PubChem.
NF-kB expr up: compounds increasing NF-kB expression in human neuronal cells; NF-kB reporter expression; active compounds read high; fold change at 12.5 µM; 190,000 tested, 1.6% active; in the data active means fold change above about 3.3
TNAP inh hiacc: inhibitors of human TNAP at high phosphate acceptor concentration. P05186. purified TNAP, CDP-star luminescence, 1 M DEA. inhibition, % at 20 µM. 200,000 tested, 0.03% active;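 active means over 50% inhibition of tissue-nonspecific alkaline phosphatase at 20 µM in the single-dose screen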;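 further: plate controls were DMSO wells for no effect and EDTA-quenched wells as full inhibition for full effect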
Target sequence (P05186 whole entry, looked up): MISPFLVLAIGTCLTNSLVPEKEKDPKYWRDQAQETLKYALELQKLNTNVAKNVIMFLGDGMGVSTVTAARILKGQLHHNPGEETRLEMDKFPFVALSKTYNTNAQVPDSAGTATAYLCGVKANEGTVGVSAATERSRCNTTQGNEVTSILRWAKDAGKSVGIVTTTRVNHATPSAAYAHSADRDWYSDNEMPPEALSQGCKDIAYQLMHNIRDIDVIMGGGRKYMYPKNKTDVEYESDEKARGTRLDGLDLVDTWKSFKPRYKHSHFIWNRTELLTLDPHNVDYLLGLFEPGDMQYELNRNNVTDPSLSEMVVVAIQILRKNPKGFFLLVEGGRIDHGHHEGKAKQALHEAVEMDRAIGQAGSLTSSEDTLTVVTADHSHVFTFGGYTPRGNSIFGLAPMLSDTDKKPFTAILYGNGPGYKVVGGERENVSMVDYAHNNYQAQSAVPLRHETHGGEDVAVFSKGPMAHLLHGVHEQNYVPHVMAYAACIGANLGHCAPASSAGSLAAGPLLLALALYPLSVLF
bIAP act: increases bovine intestinal alkaline phosphatase activity | purified bovine IAP, CDP-star luminescence, 30 min; active compounds read high; fold of DMSO-control signal, blank-subtracted | activation factor at 20 µM | 200,000 tested, 0.17% active;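 active means activation factor of 2 or more at 20 µM, a signal rise over negative controls twice the positive control's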
FLuc stim CS: affects firefly luciferase, flagging false hits in luciferase stimulation screens. P08659. AID 1027. activation factor at 10 µM. ATPlite luciferase biochemical, luminescence, 10 min; 0 = ATP-free wells, 1 = DMSO control. 200,000 tested, under 10 active;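 active means luciferase activation factor, scaled between plate controls, of at least 2 with compound at 10 µM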
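Assay system: Luciferase/luciferin reagent mix; Medium: PBS as buffer for the ATP substrate; Dosing: test compounds dosed from 2 mM stocks in 100% DMSO; Times: 10 min, room temperature; Signal: luminescence from luciferase reaction; Read-out: luciferase activation; Controls: No-ATP low control, compound-free enzyme-plus-ATP high control.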
PMI activator: increases human mannose-6-phosphate isomerase activity | P34949 | purified human PMI, coupled resazurin fluorescence, 20 min; active compounds read high; 1 = vehicle control, 0 substrate-free wells | activation factor at 20 µM | 190,000 tested, 0.005% active;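 active means activation factor of 2 or more at 20 µM, relative to plate controls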
Target sequence (P34949 whole entry, looked up): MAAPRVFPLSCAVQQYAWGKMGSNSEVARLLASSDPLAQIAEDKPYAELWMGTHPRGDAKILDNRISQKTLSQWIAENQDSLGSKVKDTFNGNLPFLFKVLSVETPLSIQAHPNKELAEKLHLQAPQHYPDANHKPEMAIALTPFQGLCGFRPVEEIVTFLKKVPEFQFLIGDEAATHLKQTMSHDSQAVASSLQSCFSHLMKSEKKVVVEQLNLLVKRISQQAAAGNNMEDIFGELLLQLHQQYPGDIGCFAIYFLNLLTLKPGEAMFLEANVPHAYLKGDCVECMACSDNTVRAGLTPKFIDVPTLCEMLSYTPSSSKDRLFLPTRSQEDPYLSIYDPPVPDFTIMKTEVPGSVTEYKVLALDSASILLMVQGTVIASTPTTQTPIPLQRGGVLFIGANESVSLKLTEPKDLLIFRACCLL
PMI act hi M6P: PMI (human) activation, high substrate. P34949. 190,000 tested, 0.34% active. coupled PMI enzyme assay, resazurin fluorescence, 20 min; active compounds read high; 1 = untreated enzyme, 0 = substrate-free blank. activation factor at 20 µM;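 active means activation factor of 2 or more at 20 µM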
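Test system – human PMI in coupled enzyme assay · Timing – 20 min incubation at room temperature · Detection – Diaphorase-driven resazurin-to-resorufin fluorescence, excitation 544, emission 590 nm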
APP 5'UTR act: activates APP 5'UTR luciferase reporter. SH-SY5Y APP 5'UTR luciferase reporter, luminescence; zero percent = DMSO vehicle wells. activation, % at 2 µM. 190,000 tested, 1% active. AID 1276;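 active means activation above a set limit, based on mean plus 3 SD of controls, cut at about 140% in these data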; further: values of inactives mirror those of a sister screen read the other way
TNAP inh no acc: blocks human TNAP activity with no phosphate acceptor present | purified TNAP, CDP-star luminescence, 30 min | inhibition, % at 20 µM | AID 1012 | 200,000 tested, 0.26% active | P05186;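 active means tissue-nonspecific alkaline phosphatase inhibition above about 50% at 20 µM in the single-dose screen, limit read from the data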;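 further: 0% = DMSO negative control and 100% = EDTA positive control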
FLuc inhib CS: inhibits firefly luciferase, flagging false hits in luciferase inhibition screens; ATPLite firefly luciferase biochemical luminescence, 10 min; inhibition, % at 10 µM; P08659; 200,000 tested, 1.5% active; AID 1006;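 active means inhibition above about 50% when tested at 10 µM, limit read from the data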
TNAP act hiacc: increases human TNAP activity under high phosphate acceptor concentration; P05186; purified TNAP, CDP-star luminescence, 1 M DEA, 30 min; active compounds read high; 0 = EDTA background, 1 = DMSO-only activity; activation factor at 20 µM; 200,000 tested, under 10 active; AID 1136;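 active means activation factor at least 2 at 20 µM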
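Control set: EDTA negative control, DMSO positive control / Assay system: human TNAP / Quantity: TNAP 1/800 final / Evaluation: TNAP activation factor scaled between EDTA and DMSO control wells / Measured by: luminescent substrate turnover signal / Compound dosing: one dose, 20 µM / Times: 30 min enzyme reaction at room temperature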
The depositor's hits bear a star; / = not tested or not shown.

NF-kB expr up	PMI activator	bIAP act	TNAP inh no acc	FLuc inhib CS	TNAP act hiacc	PMI act hi M6P	APP 5'UTR act	FLuc stim CS	TNAP inh hiacc	mol
1.1	1.1	0.8	-4	-3	1	1.1	-1	1	2	C[C@@H]1NC(=O)[C@H](CCCN=C(N)N)NC(=O)c2cc([N+](=O)[O-])cc(I)c2OCC[C@@H](C(=O)NC(CC(=O)O)C(N)=O)NC1=O (some centres not stated)
1.2	1.1	1.2	-6	0	1	1.1	6	1	-3	COc1ccc(NC(=O)COc2nsnc2N2CCOCC2)cc1
1.5	0.8	1	-17	-3	1	0.8	13	1	-3	CCCN1CCC2(CC1)C(C#N)=C(N)Oc1c2sc2nc(C)cc(C)c12
1	/	1.1	1	-6	1.1	/	-12	1.1	-6	O=C(Nc1ccccc1N1CCCC1)c1cccc(Cl)c1Cl
1.1	1	1	-11	-3	1	1	-13	1	-5	O=S1(=O)CCC(NCC2CCCO2)C1 (configuration not stated)
1.3	1	0.8	-10	-4	1.1	1	16	1	-6	CC(C)CNC(=O)COC(=O)c1ccc(F)cc1Cl
1.6	1.1	1	-19	7	1.1	1	31	0.9	-5	COC(=O)c1nc2ccc(C)cn2c1F
1.4	1	1.2	-11	4	1	1.1	-5	1	-3	CC(=O)NCCc1csc(-c2ccccc2)n1
1.2	0.9	0.9	-4	-3	1	0.9	-1	1	-3	O=C1c2ccccc2C(=O)N1CCc1csc(-c2ccccc2)n1
1.3	1.1	0.8	-4	0	1	1.1	14	1	0	c1cnc2ccc(C(c3nnnn3C3CCCC3)N3CCSCC3)cc2c1 (configuration not stated)
1.2	1.1	0.8	1	-14	1	1.1	-4	1.1	-1	COc1ccc(S(=O)(=O)N2CCOC2CNC(=O)C(=O)NCCCn2ccnc2)cc1OC (configuration not stated)
0.81	0.9	0.9	-12	-9	1.1	0.9	3	1.1	-8	CC1=C(C(N)=O)C(c2ccccn2)n2nc(SCc3ccccc3Cl)nc2N1 (configuration not stated)
1.2	1.1	0.7	2	-6	1.1	1.1	-95	1.1	-9	CCCSc1nnc(Sc2nnnn2-c2ccccc2)s1
2.2	0.7	1	-2	-5	1	0.8	-95	1.1	2	Cc1ccc(Nc2nc(-c3c(C)nc4ncccn34)cs2)cc1
2.1	1.2	1.1	-6	-9	1.1	1.1	-11	1.1	-6	Cc1cc(C(=O)CCl)c(C)n1-c1ccon1
1.7	1	1.1	-7	0	1	1	17	1	-4	CC1CCN(c2ccccc2NC(=O)c2ccc(C#N)cc2F)CC1
1.3	1	1	-5	-4	1	1	-8	1	1	CN1C(=O)C(O)(CC(=O)c2cccnc2)c2ccccc21 (configuration not stated)
1	1.1	1	-13	-3	1.1	1	9	1	-7	COc1cc(CNc2ccc(C)c(C)c2)cc(OC)c1OC
1.1	0.8	1	1	1	1	1	2	1	0	CCOC(=O)c1cccc(-n2c(-c3ccc(OC)cc3)nc3nc4ccccc4nc32)c1
0.62	1.1	1	-11	-4	0.9	1.2	-6	1	8	Cc1nnc(-c2ccco2)c2cn(-c3cccc(Br)c3)nc12
1	1	0.9	0	-1	1	1	-12	1	3	CC(C)NC(=O)c1ccc2c(=O)n(C3CCCC3)c(=S)[nH]c2c1
1.1	1	1	-17	-6	1	1	25	1.1	-3	CCOc1cc(C(=O)NC(C)Cc2cccs2)cc(OCC)c1OCC (configuration not stated)
1.4	0.9	1	-14	-5	1	0.9	10	1	0	COC(=O)c1cc2oc(C)cc2n1CC(=O)N(C)c1ccccc1
1.2	0.9	0.9	-14	-4	1	1	-6	1	-4	Cc1cc(OCCOCCN(C)CCO)cc(C)c1Cl
1.2	1	1.1	-30	-4	1.1	1.1	-8	1	-5	COc1ccccc1NC(=O)NC1(C(=O)N2CCCCCC2)CCCCC1
1.1	1	0.9	-10	-6	1	1	5	1.1	-2	COc1ccc2c(c1)-c1ccccc1S(=O)(=O)N2C
0.78	0.8	1.1	-22	-3	1	0.9	1	1	-3	O=C(Nc1ccccc1Br)C1CC(=O)N(c2ccc3c4c(cccc24)CC3)C1 (configuration not stated)
1.9	1	0.7	-7	-5	1.1	1	17	1.1	-8	C/C(=N\NC(=O)CSCc1ccc(Cl)cc1)c1ccc(NC(=O)c2ccccc2)cc1
1.3	1	1	-4	1	1	1	5	1	3	CCOC(=O)c1ccc(NC(=O)Nc2cc(C)cc(C)n2)cc1
0.97	1.1	1	-10	-3	1.1	1	19	1	-6	O=C(NCC1CCCO1)c1nn2c(c1Cl)NC(c1ccc(F)cc1)CC2C(F)(F)F (configuration not stated)
1.2	0.9	0.9	-6	0	1	0.9	7	1	1	CCCOC(=O)C1[C@H]2C(=O)N(CCCOC)C[C@]23C=C[C@H]1O3 (some centres not stated)
1.2	0.8	1	-11	-5	1.1	0.9	13	1.1	-5	CCn1cc(C(=O)NC2CCCCC2C)c(=O)c2ccc(C)nc21 (configuration not stated)
0.98	0.9	1	-11	87*	1	1	2	0.1	-2	O=C1CC(Cc2ccccc2)C(=O)N1Cc1ccco1 (configuration not stated)
0.89	0.8	0.9	-2	-4	0.9	1	-10	1	9	Cc1ccccc1Nc1ccc(S(=O)(=O)N2CCOCC2)cc1[N+](=O)[O-]
0.79	0.8	1	-3	-1	1.1	0.7	-2	1	-5	O=C(Cn1c(-c2ccccc2)noc1=O)Nc1ccc(N2CCCCCC2)cc1
1.6	0.9	0.6	-12	-12	1.1	0.9	1	1.1	-9	O=C(CSCc1ccc(F)cc1)Nc1nc2c(s1)CCCC2
1.1	1.3	0.9	-9	-8	1	1.6	7	1.1	1	CC/C(=N/Nc1ccccc1)c1cnnc(SC)n1
0.85	0.9	0.8	10	-1	1	0.9	5	1	0	COC(=O)/C(=C/c1cn(C)c2ccccc12)[N+](=O)[O-]
1.1	1.1	1	3	-5	1	1	0	1	0	O=C(COc1ccc(/C=N/NC(=O)c2ccccc2)cc1)Nc1ccc([N+](=O)[O-])cc1
1.1	1.1	1.3	-8	-5	1	1.1	6	1	1	O=C(Nc1cccnc1)c1cccnc1Cl
1.2	1.1	1	-6	-5	1	1.2	-9	1	4	CCOCCOC(NC(=O)c1ccccc1)(C(F)(F)F)C(F)(F)F
0.96	0.9	1	-16	-4	1	0.9	-7	1	1	N#C/C(=C\c1cn(CCOc2ccccc2F)c2ccccc12)C(=O)NCc1cccs1
0.86	0.9	0.8	-1	6	1	1.1	23	0.9	2	COc1ccc(-c2cc(C(=O)NN)n(-c3ccccc3)n2)cc1
1.3	1.1	1.1	-1	3	1	1	0	1	-3	Cc1cc(C(=O)CSc2n[nH]c(N)n2)c(C)n1C1CC1
1.2	0.9	0.9	2	-5	0.9	1	27	1.1	7	O=C(NCc1ccco1)C1CCN(c2ccc(S(=O)(=O)N3CCOCC3)cc2[N+](=O)[O-])CC1
0.97	1	1.1	-6	-2	1	1	-3	1	2	Cn1c(=O)c2c(nc(SCC(=O)NC34CC5CC(CC(C5)C3)C4)n2C)n(C)c1=O
0.84	0.9	1	-3	-9	1	1	-19	1.1	-3	c1ccc(C2=Nc3c(ccc4ccccc34)C(c3ccncc3)=NN2)cc1
1.4	0.9	0.8	12	-4	1	0.9	23	1	-2	CCN(CC)S(=O)(=O)c1cc(C)ccc1NC(=S)Nc1cccnc1
1	0.9	0.9	-15	-4	1	0.9	1	1	-5	Cc1ccc(NC(=S)NNC(=S)NCc2ccccc2)cc1
1.3	1	1	-16	-4	1.1	0.9	8	1	-6	C=C1C(C(=O)N2CCOCC2)C1C(=O)N1CCOCC1 (configuration not stated)
0.92	1	1	-9	-5	1	0.9	-7	1.1	-3	Clc1ccc(CSc2nnc(-c3ccncc3)o2)c(Cl)c1
1	1.1	1	7	-6	1	1.1	7	1.1	5	CCC(c1nnnn1CCOC)N1CCN(C(=O)c2ccco2)CC1 (configuration not stated)
1.1	1.2	1	-6	36	1	1.2	13	0.6	-1	O=C(O)CSc1ncnc2sc(-c3ccccc3)cc12
1.3	1	0.9	-5	-4	1.1	1.1	9	1	-6	Cc1ccc(C)c(NC(=S)NCc2cccn2C)c1
0.87	0.9	1	-9	-6	1	0.9	17	1.1	-2	CC(=O)NC(CCS(C)(=O)=O)C(=O)Nc1cccc(C(C)=O)c1 (configuration not stated)
0.98	1	1	-12	-6	1.1	0.9	11	1.1	-6	COCCN1C(=O)c2oc3ccccc3c(=O)c2C1c1cccc(O)c1 (configuration not stated)
1.4	1	1.1	0	-8	1	1	-6	1.1	-2	O=C(CSCc1ccc(Cl)cc1)NCCSCc1ccco1
1.3	1	1.1	-4	-4	1	1	10	1	-1	O=C(NCc1ccncc1)c1nc(-c2ccc(C(F)(F)F)cc2)no1
0.91	1.6	0.5	14	-3	1.1	2*	-70	1	-5	Cc1c(C(C)(C)C)c(C=S)n2ccccc12
1.3	0.9	1.1	-8	4	1	1	-10	1	-2	CS(=O)(=O)N(CCc1ccccc1)CC(=O)NCC1CCCO1 (configuration not stated)

Record cards (already shown).
Cn1c(=O)c2c(nc(SCC(=O)NC34CC5CC(CC(C5)C3)C4)n2C)n(C)c1=O is listed as NF-kB expr up = 0.97; PMI activator = 1; bIAP act = 1.1; TNAP inh no acc = -6; FLuc inhib CS = -2; TNAP act hiacc = 1; PMI act hi M6P = 1; APP 5'UTR act = -3; FLuc stim CS = 1; TNAP inh hiacc = 2
CCCOC(=O)C1[C@H]2C(=O)N(CCCOC)C[C@]23C=C[C@H]1O3 (some centres not stated) is listed as NF-kB expr up = 1.2; PMI activator = 0.9; bIAP act = 0.9; TNAP inh no acc = -6; FLuc inhib CS = 0; TNAP act hiacc = 1; PMI act hi M6P = 0.9; APP 5'UTR act = 7; FLuc stim CS = 1; TNAP inh hiacc = 1

Going on with the list.
NF-kB expr up	PMI activator	bIAP act	TNAP inh no acc	FLuc inhib CS	TNAP act hiacc	PMI act hi M6P	APP 5'UTR act	FLuc stim CS	TNAP inh hiacc	mol
1.3	1.1	0.6	-10	-8	1.1	1.1	55	1.1	-7	Fc1ccc(NC(=S)N/N=C/c2ccc(F)c(F)c2)c(F)c1
0.87	0.8	1.2	-25	-7	1.1	0.6	-84	1.1	-8	CC(C)C(=O)NC(c1ccco1)c1ccc2cccnc2c1O (configuration not stated)
1.1	0.9	1	-46	-6	1	1	13	1.1	2	O=C(NC(=S)N1CCN(Cc2ccc3c(c2)OCO3)CC1)c1cccc(Br)c1
0.94	0.9	1	-6	-6	1	0.9	-19	1.1	-5	COc1ccc(CN2C(=O)c3cccnc3C2Nc2ccc(C)cc2)cc1 (configuration not stated)
5*	0.9	1	-21	4	1	0.8	37	1	-3	O=C1NC(c2ccccn2)Nc2sc3c(c21)CCC3 (configuration not stated)
1.4	1	1.4	-12	-3	1.1	0.9	14	1	-7	Cc1ccc(S(=O)(=O)NCc2nc3ccccc3[nH]2)cc1
4.1*	1	0.9	-6	5	0.9	1	11	1	12	CCCCCCOC(=O)Sc1nc2ccccc2o1

Nothing new here: entries from further up.
NF-kB expr up	PMI activator	bIAP act	TNAP inh no acc	FLuc inhib CS	TNAP act hiacc	PMI act hi M6P	APP 5'UTR act	FLuc stim CS	TNAP inh hiacc	mol
0.94	0.9	1	-6	-6	1	0.9	-19	1.1	-5	COc1ccc(CN2C(=O)c3cccnc3C2Nc2ccc(C)cc2)cc1 (configuration not stated)
5*	0.9	1	-21	4	1	0.8	37	1	-3	O=C1NC(c2ccccn2)Nc2sc3c(c21)CCC3 (configuration not stated)
1.4	1	1.4	-12	-3	1.1	0.9	14	1	-7	Cc1ccc(S(=O)(=O)NCc2nc3ccccc3[nH]2)cc1
